Source: PubChem
CD40 NFkB inh – inhibitors of CD40-induced NF-kB signaling, primary screen, BL2 cells, luciferase reporter, single point; CD40L-induced, 4 h; actives 0.94% (n = 83,000); AID 1053188, 2014; inhibition, % at 10 µM;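 active = mean inhibition of at least 50% with a set share of replicates also reaching that level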;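 also: 0% = neutral control wells and 100% = IKK inhibitor VII at 50 µM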
Numbers without * were called inactive; & = joins results of further samples; [ ] = remark or other dose. Some of the compounds tested, so the mix of outcomes need not match the whole.

The opening 4 records, to show the layout:
> COc1ccc(OCC(=O)Nc2sc3c(c2C(=O)NCC2CCCO2)CCC3)cc1 (configuration not stated)
  CD40 NFkB inh: 0

> Cc1ccc(S(=O)(=O)Nc2ncnc3ccccc23)cc1
  CD40 NFkB inh: -8

> COc1ccccc1C(=O)COC(=O)c1cc([N+](=O)[O-])ccc1N1CCOCC1
  CD40 NFkB inh: -9

> COC(=O)CN1C(=O)C2(OCCCO2)c2ccccc21
  CD40 NFkB inh: 9

The list itself, previewed entries included:
> COc1ccc(OCC(=O)Nc2sc3c(c2C(=O)NCC2CCCO2)CCC3)cc1 (configuration not stated)
  CD40 NFkB inh: 0

> Cc1ccc(S(=O)(=O)Nc2ncnc3ccccc23)cc1
  CD40 NFkB inh: -8

> COc1ccccc1C(=O)COC(=O)c1cc([N+](=O)[O-])ccc1N1CCOCC1
  CD40 NFkB inh: -9

> COC(=O)CN1C(=O)C2(OCCCO2)c2ccccc21
  CD40 NFkB inh: 9

> CCC(=O)N1[C@H](C#N)[C@H](c2ccccc2-c2cccc(C)c2)[C@H]1CO
  CD40 NFkB inh: -4[25 µM]

> COc1ccccc1NC(=O)Cc1noc(CSc2nnc(C)n2C)n1
  CD40 NFkB inh: 13

> COc1ccc(NS(=O)(=O)c2cc(N)ccc2N2CCCCC2)cc1
  CD40 NFkB inh: 11

> Cc1ccc(C=C2C=C(c3ccccc3)OC2=O)cc1
  CD40 NFkB inh: -33

> N#C[C@@H]1[C@H](c2ccccc2)[C@@H](CO)N1S(=O)(=O)c1ccc(-c2ccccc2)cc1
  CD40 NFkB inh: 15[25 µM]

> C[C@H]1CN([C@@H](C)CO)C(=O)CCCn2nncc2CO[C@@H]1CN(C)C(=O)C1CC1
  CD40 NFkB inh: 2

> CCN(CC(=O)Nc1c(F)cccc1F)C(=O)c1ccc2ccccc2n1
  CD40 NFkB inh: 7

> N#C[C@@H]1[C@H](c2ccc(C#CC3CCCCC3)cc2)[C@H](CO)N1C(=O)Nc1ccc(F)cc1
  CD40 NFkB inh: 84*[25 µM]

> COCC(=O)N(C[C@@H]1N[C@H](CO)[C@H]1c1ccc(C2=CCCC2)cc1)C(C)C
  CD40 NFkB inh: -13

> COC(=O)c1cncn1Cc1ccccc1
  CD40 NFkB inh: 2

> COc1ccc2c3c(n(C)c2c1)[C@H](CO)N(C)CC31CCN(C(=O)CN2CCOCC2)CC1
  CD40 NFkB inh: -6[25 µM]

> O=C(NCC(F)(F)F)[C@H]1[C@H](CO)[C@H]2Cn3c(cccc3=O)[C@@H]1N2CC1CCCC1
  CD40 NFkB inh: 1

> CN(CC(=O)O)S(=O)(=O)c1cccs1
  CD40 NFkB inh: 10

> c1ccc2c(NC3C4CC5CC(C4)CC3C5)nc(N3CCOCC3)nc2c1 (configuration not stated)
  CD40 NFkB inh: 29

> Cc1cccc(-n2cnc(C(=O)N3CCN(C)CC3)c2)n1
  CD40 NFkB inh: 1

> N#C[C@@H]1[C@@H](c2ccc(C#Cc3ccccc3F)cc2)[C@@H](CO)N1C(=O)c1cccnc1
  CD40 NFkB inh: 1[25 µM]

4 entries already listed, arranged by length of the SMILES, ascending.
> CN(CC(=O)O)S(=O)(=O)c1cccs1
  CD40 NFkB inh: 10

> c1ccc2c(NC3C4CC5CC(C4)CC3C5)nc(N3CCOCC3)nc2c1 (configuration not stated)
  CD40 NFkB inh: 29

> COc1ccc2c3c(n(C)c2c1)[C@H](CO)N(C)CC31CCN(C(=O)CN2CCOCC2)CC1
  CD40 NFkB inh: -6[25 µM]

> N#C[C@@H]1[C@H](c2ccc(C#CC3CCCCC3)cc2)[C@H](CO)N1C(=O)Nc1ccc(F)cc1
  CD40 NFkB inh: 84*[25 µM]

Additional compounds:
> CC(C)N(Cc1ccccc1)C(=O)COC(=O)c1cnc(Cl)c(Cl)c1
  CD40 NFkB inh: 61*

> O=C(CSc1ccc(Cl)cc1)Nc1nnc(-c2ccco2)o1
  CD40 NFkB inh: 4

> Cc1ccc(S(=O)(=O)CCC(=O)Nc2sccc2C(N)=O)cc1
  CD40 NFkB inh: 9

> COC(=O)c1cc(C)nc2c1c(C)nn2-c1ccccc1
  CD40 NFkB inh: 4

> COc1ccc(CNC(=O)C[C@H]2C=C[C@@H](NC(=O)c3cccc(F)c3)[C@H](CO)O2)cc1
  CD40 NFkB inh: 3[25 µM]

> COc1ccc(-c2cc(C)no2)cc1S(=O)(=O)Nc1ccccc1
  CD40 NFkB inh: 12

> CN(c1cccc(NS(=O)(=O)c2ccccc2)c1)S(C)(=O)=O
  CD40 NFkB inh: 7

> CCOC(=O)Cc1c(C)nc(SC)[nH]c1=O
  CD40 NFkB inh: 4

> O=C(NC(c1ccc(Cl)cc1)c1ccsc1)C1CCN(CCOc2ccc(Cl)cc2)CC1 (configuration not stated)
  CD40 NFkB inh: 6

> Cc1ccc(S(=O)(=O)c2cnc(-c3ccccc3)nc2N2CCN(C)CC2)cc1
  CD40 NFkB inh: 26

> Cc1ccc(-c2nnc3c(C(F)(F)F)nc4ccccc4n23)cc1
  CD40 NFkB inh: 6

> CC(=O)Nc1cccc(NC(=S)Nc2cccc(Cl)c2Cl)c1
  CD40 NFkB inh: -25

> Cc1noc(C)c1NC(=O)N1C[C@H](O)COC[C@H]2O[C@@H](CC(=O)N[C@H]3CCN(Cc4ccccc4)C3)CC[C@@H]21
  CD40 NFkB inh: -2[25 µM]

> CC(C)[C@H](NC(=O)c1ccccc1)C(=O)OCC(=O)NCC1CCCO1 (some centres not stated)
  CD40 NFkB inh: 2

> O=C(NC1CCCCCC1)C1CCN(C(=O)c2ccc(Cl)cc2)CC1
  CD40 NFkB inh: 0

> Cc1cc(C)n(-c2ccc(C(=O)Nc3ccc4c(c3)OCCO4)cc2)n1
  CD40 NFkB inh: -34

> O=C(O)c1ccc(-n2nc(C(F)(F)F)cc2-c2cccs2)cc1
  CD40 NFkB inh: -1

> COC(=O)N/N=C/c1ccc(Oc2ccccc2)cc1
  CD40 NFkB inh: -65

> Cc1ccc(N(CC(=O)O)S(C)(=O)=O)cc1
  CD40 NFkB inh: 15

> CN(Cc1nccn1C)C(=O)CC1C(=O)NCCN1CC(c1ccccc1)c1ccccc1 (configuration not stated)
  CD40 NFkB inh: -54

> O=C(N/N=C/c1ccc([N+](=O)[O-])o1)C1CC1
  CD40 NFkB inh: 9

> CC(=O)c1[nH]c(C)c(C(=O)N2CCCC(Nc3ccc(C(C)C)cc3)C2)c1C (configuration not stated)
  CD40 NFkB inh: 6

> CCN(C(=O)CN1CCc2ccccc21)c1c(N)n(Cc2ccccc2)c(=O)[nH]c1=O
  CD40 NFkB inh: 4

> Cc1oc(C(N)=O)nc1-c1ccccc1
  CD40 NFkB inh: 14

> COc1cc(C(=O)N/N=C/c2ccc3c(c2)c2ccccc2n3C)ccc1O
  CD40 NFkB inh: -4

> O=C(NCCCN1CCCCCC1)c1ccc(N2CCCC2=O)cc1
  CD40 NFkB inh: 5

> COc1cccc(C#Cc2ccc([C@H]3[C@@H](CO)N4C(=O)CN(C(=O)Cc5cccnc5)C[C@H]34)cc2)c1
  CD40 NFkB inh: -8[25 µM]

> Cc1nn(Cc2ccc(F)cc2)c2sc(C(=O)Nc3nccs3)cc12
  CD40 NFkB inh: 3

> O=C(CCc1nnc2ccc(N3CCCCC3)nn12)NCc1ccco1
  CD40 NFkB inh: 1

> CCCC(=O)NC(=S)Nc1cccc(Cl)c1N1CCCCC1
  CD40 NFkB inh: 9

Laid out differently: results already given.
compound	CD40 NFkB inh
Cc1nn(Cc2ccc(F)cc2)c2sc(C(=O)Nc3nccs3)cc12	3
Cc1oc(C(N)=O)nc1-c1ccccc1	14

Next section.
> CC(C)CN(CCCNC(=O)CC1Oc2ccccc2NC1=O)CC(C)C (configuration not stated)
  CD40 NFkB inh: 5

> O=C(c1ccc(S(=O)(=O)Cc2ccccc2F)c([N+](=O)[O-])c1)N1CCCC1
  CD40 NFkB inh: 7

> OCCNc1cc(Cl)ncn1
  CD40 NFkB inh: 10

> COc1ccccc1C(=O)N/N=C(\C)CC(=O)Nc1ccccn1
  CD40 NFkB inh: -24

> CN1C(=O)c2cc(NC(=O)Cc3cccs3)ccc2OC[C@H]2O[C@H](CC(=O)NCC3CC3)CC[C@@H]21
  CD40 NFkB inh: -1

> CCn1cc(CNC(=S)Nc2cccc3ccccc23)cn1
  CD40 NFkB inh: -12

> CC(C)NC(=O)c1c(O)c2ccccc2[nH]c1=O
  CD40 NFkB inh: -7

> Cn1nc(C(F)(F)F)c2cc(C(=O)N3CCOCC3)sc21
  CD40 NFkB inh: 7

> Cc1ccc(-n2nnnc2SCC(=O)N2CCNC2=O)cc1C
  CD40 NFkB inh: -14

> Cn1nnc2c(N3CCCCC3)nccc21
  CD40 NFkB inh: 4

> Cc1noc(C)c1C(=O)N(C)Cc1ccccc1
  CD40 NFkB inh: 4

> O=S(=O)(NC1CCCCCC1)c1cccc2cccnc12
  CD40 NFkB inh: 11

> O=C1CC(=O)Nc2cc(S(=O)(=O)NCc3cccs3)ccc2N1
  CD40 NFkB inh: 16

> CO[C@@H]1CN(C)C(=O)c2ccc(NS(=O)(=O)c3c(C)noc3C)cc2OC[C@@H](C)NC[C@@H]1C
  CD40 NFkB inh: -10&-7[25 µM]

> Cc1cc(C)n(CCC(=O)N/N=C/c2ccccc2O)n1
  CD40 NFkB inh: 6

> CN1C(=O)c2cc(NC(=O)c3cccc(F)c3)ccc2OC[C@@H]2O[C@@H](CC(=O)NCC3CCCCC3)CC[C@@H]21
  CD40 NFkB inh: 10[25 µM]

> COc1ccc(C(=O)Nc2sc3c(c2C(N)=O)CCCC3)cc1OC
  CD40 NFkB inh: -6[25 µM]

> Cc1ccc(CN(C)C[C@H]2OCc3cnnn3CCCC(=O)N([C@@H](C)CO)C[C@@H]2C)cc1
  CD40 NFkB inh: -2

> COC(=O)c1c(NC(=O)Cn2nc(C(F)F)cc2C(F)F)sc(C)c1C
  CD40 NFkB inh: 9

> Cc1cccc(C(=O)NCC(=O)NNC(=O)c2ccccc2O)c1
  CD40 NFkB inh: -27

A different layout for 4 compounds above:
structure | CD40 NFkB inh
Cc1cccc(C(=O)NCC(=O)NNC(=O)c2ccccc2O)c1 | -27
COC(=O)c1c(NC(=O)Cn2nc(C(F)F)cc2C(F)F)sc(C)c1C | 9
CO[C@@H]1CN(C)C(=O)c2ccc(NS(=O)(=O)c3c(C)noc3C)cc2OC[C@@H](C)NC[C@@H]1C | -10&-7[25 µM]
Cc1ccc(CN(C)C[C@H]2OCc3cnnn3CCCC(=O)N([C@@H](C)CO)C[C@@H]2C)cc1 | -2

Following part:
> Cc1cc(C(C)(C)C)cc(C)c1N
  CD40 NFkB inh: 5

> COc1ccc(-n2c(CNC(=O)c3ccc(S(=O)(=O)N4CCCC4)cc3)n[nH]c2=S)cc1
  CD40 NFkB inh: 2

> CC(=O)N1CCN(S(=O)(=O)c2ccc(C)cc2)C1C (configuration not stated)
  CD40 NFkB inh: 0

> CSc1cccc(N2CC(C(=O)Nc3cccc(S(=O)(=O)N4CCCC4)c3)CC2=O)c1 (configuration not stated)
  CD40 NFkB inh: 21

> CCCN(CC(=O)Nc1ccccc1OC)C(=O)c1cc(-c2ccccc2)nn1-c1ccccc1
  CD40 NFkB inh: 10

> O=C(CCCCC(=O)OC1CCCCC1)OC1CCCCC1
  CD40 NFkB inh: -10

> O=C(CCNC(=O)c1ccc(Br)cc1)Nc1ccccc1N1CCCCC1
  CD40 NFkB inh: 12

> Cc1ccc(OCCCNCCO)c(Br)c1
  CD40 NFkB inh: -27

> Cc1ccc(C(=O)Nc2ccon2)cc1S(=O)(=O)N1CCOCC1
  CD40 NFkB inh: -3

> CCCNC(=O)N1[C@H](CO)[C@H](c2ccccc2)[C@@H]1CNC(C)=O
  CD40 NFkB inh: 5

> O=C(NCCC1CCCCN1S(=O)(=O)c1ccc(F)cc1)C(=O)NCc1ccncc1 (configuration not stated)
  CD40 NFkB inh: -1

> CCCCOc1ccc(C(=O)N2CCN(c3ccc(N4CCOCC4)nn3)CC2)cc1
  CD40 NFkB inh: -8

> COc1cccc(C2CCCCN2Cc2nc(-c3ccc(C)o3)oc2C)c1 (configuration not stated)
  CD40 NFkB inh: -2

> Cc1ccccc1C(=O)c1c[nH]c(C(=O)N2CCN(c3ccccc3F)CC2)c1
  CD40 NFkB inh: 18

> CCCC(=O)N1CC2(CN(C(=O)NC(C)C)C2)c2c([nH]c3cc(OC)ccc23)[C@@H]1CO
  CD40 NFkB inh: -3[25 µM]

> CC(=O)c1sccc1NC(=O)CC(C)(C)CC(=O)O
  CD40 NFkB inh: 2

> COCCNC(=O)C[C@H]1C[C@H]2c3cc(NC(=O)CN(C)C)ccc3O[C@H]2[C@@H](CO)O1
  CD40 NFkB inh: -3[25 µM]

> Cc1ccc(CNc2nc3cc(-c4ccccc4)sc3c(=O)n2C)c(C)c1
  CD40 NFkB inh: -10

> O=C(NCC(=O)N1CCC2(CC1)NCCc1[nH]cnc12)c1ccc2ccccc2c1
  CD40 NFkB inh: -4

> Cc1cc(OCC(F)(F)C(F)(F)C(F)(F)C(F)F)nc(N)n1
  CD40 NFkB inh: -51

> Nc1cc(=O)[nH]c(SCC(=O)Nc2ccc(N3CCCCC3)cc2)n1
  CD40 NFkB inh: -8

> O=C(O)COc1ccc(C=C2SC(=S)N(c3ccccc3)C2=O)cc1
  CD40 NFkB inh: -15

> COc1ccc(C2C(C(=O)O)CC(=O)N2c2ccc(OC)cc2)cc1 (configuration not stated)
  CD40 NFkB inh: 4

> CC1CCCN(C(=O)COC(=O)CSc2ccc(C(N)=O)cc2[N+](=O)[O-])C1 (configuration not stated)
  CD40 NFkB inh: 4

> CCNC(=O)NC(=O)C(C)OC(=O)c1cccn1C (configuration not stated)
  CD40 NFkB inh: 4

> O=c1[nH]c(CN2CCCCC2)ccc1O
  CD40 NFkB inh: -7

> Cc1cccc(N2CCN(C(=O)c3ccccc3SCC(=O)N3CCCC3)CC2)c1C
  CD40 NFkB inh: -7

> O=[N+]([O-])c1ccc(N2CCCCC2)nc1N1CCCCC1
  CD40 NFkB inh: 8

> Cc1ccc(S(=O)(=O)N(C)c2ccc(OC(=O)c3cccs3)cc2)cc1
  CD40 NFkB inh: -3

> C/C=C/c1ccc([C@H]2[C@@H](CNS(C)(=O)=O)N(CC3CC3)[C@H]2CO)cc1
  CD40 NFkB inh: -2

> O=S(=O)(c1cccc2nsnc12)N1CCN(C/C=C\c2ccccc2)CC1
  CD40 NFkB inh: 4

> CCCCn1c(N)c(N(CC(C)C)C(=O)c2ccc([N+](=O)[O-])o2)c(=O)[nH]c1=O
  CD40 NFkB inh: -3
